Screening results: PubChem, NMMLSC
VLA-4 antagonist: inhibitors of LDV-FITC binding to Mn2+-activated VLA-4, primary screen, Jurkat cells. Integrin alpha-4 (Homo sapiens), P13612. LDV-FITC binding with Mn2+, flow cytometry; 100% = Mn2+-driven binding gain fully reversed. inhibition, % at 10 µM (by protocol). actives 0.2% (n = 24,000);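 active = inhibition above 50%; inconclusive = compound itself fluorescent, judged against control cell fluorescence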;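 note: 0% = Mn2+ stimulated cells lacking compound and 100% = ligand binding without Mn2+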
Target sequence (P13612 whole entry, looked up): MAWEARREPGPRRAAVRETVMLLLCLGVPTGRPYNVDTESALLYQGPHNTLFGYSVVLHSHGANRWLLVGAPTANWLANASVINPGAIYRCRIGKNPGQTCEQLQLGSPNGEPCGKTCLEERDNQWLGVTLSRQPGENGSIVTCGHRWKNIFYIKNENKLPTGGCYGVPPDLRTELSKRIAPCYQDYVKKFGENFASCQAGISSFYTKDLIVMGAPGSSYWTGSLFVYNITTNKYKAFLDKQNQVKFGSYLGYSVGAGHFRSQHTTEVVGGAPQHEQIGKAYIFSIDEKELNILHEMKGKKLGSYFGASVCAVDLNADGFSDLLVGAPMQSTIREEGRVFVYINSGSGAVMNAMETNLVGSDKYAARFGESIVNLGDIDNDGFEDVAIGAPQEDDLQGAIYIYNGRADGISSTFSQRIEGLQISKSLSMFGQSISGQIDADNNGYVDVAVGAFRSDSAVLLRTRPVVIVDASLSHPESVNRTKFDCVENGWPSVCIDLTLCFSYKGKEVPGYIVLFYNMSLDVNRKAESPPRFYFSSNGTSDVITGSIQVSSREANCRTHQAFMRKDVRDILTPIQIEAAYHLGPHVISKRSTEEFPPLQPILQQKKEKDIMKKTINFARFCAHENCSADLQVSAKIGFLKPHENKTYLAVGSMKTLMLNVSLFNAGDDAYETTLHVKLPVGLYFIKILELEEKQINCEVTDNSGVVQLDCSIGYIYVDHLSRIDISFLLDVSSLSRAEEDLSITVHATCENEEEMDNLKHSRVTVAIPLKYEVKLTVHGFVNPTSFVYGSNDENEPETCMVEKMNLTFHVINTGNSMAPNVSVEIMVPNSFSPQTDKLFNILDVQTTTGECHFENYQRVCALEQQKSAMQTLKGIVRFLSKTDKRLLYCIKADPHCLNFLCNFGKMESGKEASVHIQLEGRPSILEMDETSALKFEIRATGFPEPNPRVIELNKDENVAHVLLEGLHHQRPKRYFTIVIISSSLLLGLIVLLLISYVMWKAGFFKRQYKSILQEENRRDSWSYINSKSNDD
Jurkat autofluor: compound autofluorescence on Jurkat cells, primary screen, artefact control for VLA-4 allosteric ligand project, cell-based, flow cytometry | stronger effect = higher value; 1 = vehicle-only cell background | fluorescence ratio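 (tested at 10 µM compound in the well)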 | actives 0.61% (n = 24,000);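 active = fluorescence ratio above 2.44, which is 1 plus 3 SD of all ratios; inconclusive = signal too bright to measure linearly, ratio around 10 or more; inactive = fluorescence ratio below 2.44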;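 note: green fluorescence of cells measured with 488 nm excitation and 530 nm emission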
VLA-4 agonist: enhancers of LDV-FITC binding to VLA-4 integrin, primary screen, Jurkat cells, flow cytometry; activation, % at 10 µM (by protocol); 24,000 tested, under 10 active;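 active = fluorescent ligand binding to cells raised by more than 40% of the manganese-induced maximum; inconclusive = compound's own fluorescence above 85% of the ligand control signal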;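 note: 0% = ligand binding without compound and 100% = manganese-stimulated maximal binding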
LNCaP diff act: activators of LNCaP prostate cell differentiation, primary screen, flow cytometry side scatter; 4 d; side scatter shift, % at 10 µM; actives 0.56% (n = 24,000); AID 795, 2007;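 active = side scatter shift above 30%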;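 note: androgen-responsive LNCaP prostate cancer cells in charcoal-stripped serum medium; percent of cells past a gate set so DMSO wells show 10% shift; higher shift means more granular cells and more differentiation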
The depositor's hits bear a star; u = inconclusive.

cpd | VLA-4 antagonist | Jurkat autofluor | VLA-4 agonist | LNCaP diff act | Molecule
1 | -12 | 1 | 7 | 14 | CCOC(=O)N1CCC(NC(=O)CN2C(=O)CSc3nc(C)cc(C)c32)CC1
2 | -2 | 0.99 | 5 | 8 | CC(NC(=O)c1ccncc1)C(c1cccs1)N1CCOCC1 (configuration not stated)
3 | -15 | 1 | 1 | 12 | CCOc1ccccc1NC1c2ccccc2C(=O)N1c1cccnc1 (configuration not stated)
4 | -11 | 1 | 2 | 8 | CC1CCN(C(=O)Cc2nn(C)c(=O)c3ccccc23)CC1
5 | 3 | 1 | -10 | 15 | Cc1ccc(C(=O)Nc2c(C(=O)NCc3ccco3)cnn2-c2ccccc2)cc1
6 | -3 | 1 | -9 | 44* | Cc1ccc2c(c1)NC(=O)C(CC(=O)NCCCN1CCN(c3cc(Cl)ccc3C)CC1)O2 (configuration not stated)
7 | 15 | 1.1 | 0 | 9 | CC(C)(C)OC(=O)N1CCNc2ccccc2C1
8 | 25 | 1 | -11 | 12 | CC(Oc1ccc(Br)cc1)C(=O)N1CCc2ccccc21 (configuration not stated)
9 | -6 | 0.99 | 0 | 6 | COCCN1C(=O)c2ccccc2C(C(=O)NCc2ccco2)C1c1c[nH]c2ccccc12 (configuration not stated)
10 | -1 | 1.1 | -1 | 18 | COc1cccc(C(=O)OCn2nnc3ccccc3c2=O)c1OC
11 | 9 | 1.1 | 0 | 10 | CC(C)CNC(=O)c1cc(-c2ccc(Br)cc2)on1
12 | -17 | 0.97 | 1 | 3 | CCCCn1c(=S)[nH]c2ncccc2c1=O
13 | 16 | 1.1 | -6 | 6 | CCOc1ccccc1NS(=O)(=O)c1c(C)noc1C
14 | -22 | 0.99 | 2 | 14 | CN1C(=O)C2(NCCc3c2[nH]c2ccccc32)c2ccccc21 (configuration not stated)
15 | -12 | 1.1 | 2 | 11 | Cc1ccc(O)c(C(CC(=O)N2CCCC2)c2ccccc2)c1 (configuration not stated)
16 | 10 | 0.99 | -7 | 9 | COc1cc(NC(=O)Cc2ccc(Cl)cc2)ccc1NC(=O)c1ccco1
17 | 21 | 1.1 | -2 | 4 | O=C(NCCc1ccccc1)c1noc2c1CCCCC2
18 | -19 | 0.89 | 0 | 15 | COc1ccc(OC)c(S(=O)(=O)Nc2ccc(CC(=O)O)cc2)c1
19 | 6 | 1.3 | -4 | 15 | CCOC(=O)c1nnc2cc(-c3ccc(Br)cc3)nn2c1C
20 | -6 | 1.1 | -3 | 9 | Cc1cc2ncn(C3CC(=O)N(Cc4ccc(N5CCCC5=O)cc4)C3=O)c2cc1C (configuration not stated)

Entries from the list above containing an NH in an aromatic ring (3):
cpd | VLA-4 antagonist | Jurkat autofluor | VLA-4 agonist | LNCaP diff act | Molecule
9 | -6 | 0.99 | 0 | 6 | COCCN1C(=O)c2ccccc2C(C(=O)NCc2ccco2)C1c1c[nH]c2ccccc12 (configuration not stated)
12 | -17 | 0.97 | 1 | 3 | CCCCn1c(=S)[nH]c2ncccc2c1=O
14 | -22 | 0.99 | 2 | 14 | CN1C(=O)C2(NCCc3c2[nH]c2ccccc32)c2ccccc21 (configuration not stated)

(list continues)
cpd | VLA-4 antagonist | Jurkat autofluor | VLA-4 agonist | LNCaP diff act | Molecule
21 | -5 | 1.1 | -1 | 2 | COC(=O)c1ccc(N2CCOCC2)c(NC(=O)Nc2cccc(OC)c2)c1
22 | 5 | 1 | 4 | 6 | COc1cccc(-c2nc(CS(=O)(=O)CC(=O)NCCCOC(C)C)c(C)o2)c1
23 | -42 | 1.1 | 11 | 2 | Cc1nn(C(C)C(=O)O)c2ccccc12 (configuration not stated)
24 | -6 | 1 | 8 | 8 | CC1CCc2c(C(=O)NCC3CCCO3)csc2C1 (configuration not stated)
25 | -17 | 1 | 3 | 12 | COc1ccc(N2C(=O)C3CCCN3C2c2ccccc2)cc1Cl (configuration not stated)
26 | -2 | 1.1 | -1 | 1 | O=C(CCN1C(=O)C2C3C=CC(C3)C2C1=O)NCC1CCCO1 (configuration not stated)
27 | 12 | 1 | 0 | 4 | COC(=O)C1=C(C(C)=O)C(c2ccc(C(=O)OC)cc2)n2nnnc2N1 (configuration not stated)
28 | -8 | 1.1 | 5 | 5 | CCOc1ccc(OCC)c(NS(=O)(=O)c2ccc3c(c2)n(C)c(=O)c(=O)n3C)c1
29 | -4 | 1.1 | -6 | 6 | Cc1ccc2c(c1)N(CC(=O)NC1CCCc3ccccc31)C(=O)CO2 (configuration not stated)
30 | 0 | 1.1 | -5 | 18 | CCOc1c2c(nc3ccc(Cl)cc13)CCC2
31 | 0 | 1 | -8 | 17 | C1=C(c2cccc3ccccc23)N2CCN=C2S1
32 | -10 | 1.1 | 1 | 15 | O=c1cc(N2CCN(c3ccccc3)CC2)[nH]c(=O)n1-c1ccccc1Cl
33 | -8 | 1 | 6 | 6 | CC(=O)Nc1ccn(-c2ccccc2)n1
34 | 1 | 0.95 | 0 | 16 | Clc1cccc2sc(N3CCOCC3)nc12
35 | -4 | 1 | 3 | 11 | CCOC(=O)C1CCN(c2c(N3CCN(Cc4ccccc4)CC3)c(=O)c2=O)CC1
36 | u | 2.3 | u | 6 | CCN(c1ccc2c(c1)OCO2)S(=O)(=O)c1cc(Br)cc2c1N(C(=O)C1CC1)CC2
37 | 20 | 1.1 | -2 | 4 | CCOCCCN(C(=O)Nc1ccc(CC)cc1)C1CCN(C(C)=O)CC1
38 | -17 | 1 | 4 | 8 | COc1ccc(S(=O)(=O)Nc2cc(C)on2)cc1OC
39 | u | 1.1 | u | 9 | CCCOc1ccc2oc(=O)c3c(c2c1)CCCN3C(=O)CN1CCc2ccccc2C1
40 | -13 | 1.1 | -1 | 11 | COc1cccc(OC)c1C(=O)n1nc(C)cc1C

Records above that bear a hit mark in LNCaP diff act.
cpd | VLA-4 antagonist | Jurkat autofluor | VLA-4 agonist | LNCaP diff act | Molecule
6 | -3 | 1 | -9 | 44* | Cc1ccc2c(c1)NC(=O)C(CC(=O)NCCCN1CCN(c3cc(Cl)ccc3C)CC1)O2 (configuration not stated)

(next part)
cpd | VLA-4 antagonist | Jurkat autofluor | VLA-4 agonist | LNCaP diff act | Molecule
41 | 3 | 0.95 | -2 | 6 | COC(=O)C1CCC(C)(C(=O)Nc2ccccc2)C1(C)C (configuration not stated)
42 | -14 | 1 | 0 | 18 | CCOC(=O)c1ccc(NS(=O)(=O)c2ccc3c(c2)CCCN3C(C)=O)cc1
43 | -8 | 0.99 | 5 | 24 | Cc1nn(C)cc1CNC(=O)CCC(=O)O
44 | -7 | 1 | 5 | 3 | CCCOc1ccc(N2C(=O)CC(SCCN)C2=O)cc1 (configuration not stated)
45 | 31 | 1.2 | -7 | 11 | COc1cccc(-n2c(SCC(N)=O)nc3c([nH]c4ccccc43)c2=O)c1
46 | u | 1.1 | u | 6 | O=C(NCC(c1cccnc1)N1CCN(c2ccc(F)cc2)CC1)c1ccc2c(c1)OCO2 (configuration not stated)
47 | u | 1.1 | u | 3 | COC(=O)c1nc2n(n1)C(c1cc(OC)ccc1OC)C(C(=O)OC1CCCCC1)=C(C)N2 (configuration not stated)
48 | -26 | 1.1 | 0 | 5 | Cc1cccc(Nc2ncc3c(n2)CC(c2ccco2)CC3=O)c1 (configuration not stated)
49 | -4 | 1.1 | 0 | 11 | COc1ccccc1-n1cc(C(=O)NCC(=O)N2CCN(c3ccccc3)CC2)c2ccccc2c1=O
50 | 8 | 1 | -3 | 6 | O=C(Cn1cnc2c(oc3ccccc32)c1=O)NCCc1ccccc1
51 | u | 0.9 | u | 13 | Cn1c(=O)oc2cc(S(=O)(=O)NCCN3CCc4ccccc4C3)ccc21
52 | 1 | 1 | -8 | 6 | CCOC(=O)c1ccc(CNC(=O)Cn2nnc(-c3ccc(C)cc3)n2)o1
53 | 2 | 1.1 | -4 | 5 | Cc1ccc2c(c1)c1c(n2CC(O)Cn2c(C)nc3ccccc32)C(=O)CCC1 (configuration not stated)
54 | -15 | 1 | -13 | 15 | COc1ccccc1CNC(=O)C1CCN(S(=O)(=O)N2CCCCC2)CC1
55 | -3 | 1.1 | 2 | 7 | O=C(Nc1ccc(OC(=O)c2ccco2)cc1)c1ccco1
56 | -2 | 1.1 | 2 | 5 | Cc1sc(NC(=O)c2ccco2)c(C(c2cccnc2)N2CCN(c3ccc(F)cc3)CC2)c1C (configuration not stated)
57 | 21 | 1 | -3 | 6 | COCCNC(=O)CCSCc1ccccc1F
58 | -11 | 1 | 4 | 14 | Cn1cccc1Cc1nnc(SCC(=O)NCc2ccco2)n1-c1ccc(F)cc1
59 | -11 | 1 | 1 | 4 | CCOc1ccc(N2C(N)=NC(N)=NC2(C)C)cc1
60 | u | 8.6* | u | 16 | Cc1c(CCC#N)c(N2CCN(C3CCCCC3)CC2)n2c(nc3ccccc32)c1C#N

Molecules shown so far that have fluorine (four):
cpd | VLA-4 antagonist | Jurkat autofluor | VLA-4 agonist | LNCaP diff act | Molecule
46 | u | 1.1 | u | 6 | O=C(NCC(c1cccnc1)N1CCN(c2ccc(F)cc2)CC1)c1ccc2c(c1)OCO2 (configuration not stated)
56 | -2 | 1.1 | 2 | 5 | Cc1sc(NC(=O)c2ccco2)c(C(c2cccnc2)N2CCN(c3ccc(F)cc3)CC2)c1C (configuration not stated)
57 | 21 | 1 | -3 | 6 | COCCNC(=O)CCSCc1ccccc1F
58 | -11 | 1 | 4 | 14 | Cn1cccc1Cc1nnc(SCC(=O)NCc2ccco2)n1-c1ccc(F)cc1

Other records.
cpd | VLA-4 antagonist | Jurkat autofluor | VLA-4 agonist | LNCaP diff act | Molecule
61 | -9 | 1 | -2 | 6 | CC1CCN(c2nc(-c3ccccc3)cc(C(F)(F)F)n2)CC1
62 | 2 | 1 | 9 | 2 | CC1=C(C(=O)N2CCN(C(=O)c3ccco3)CC2)C2(CCC(C)CC2)OC1=O (configuration not stated)
63 | -25 | 1 | 5 | 13 | COc1ccc(S(=O)(=O)N2CCN(c3c(C)cccc3C)CC2)cc1OC
64 | 1 | 0.95 | -4 | 6 | CCN(CC)CCNC(=O)CCCNC(=O)Cn1cnc2sc(C)c(C)c2c1=O
65 | -1 | 1 | 2 | 3 | Clc1ccc(Nc2ncnc3c2cnn3-c2ccccc2)cc1
66 | 1 | 0.99 | 0 | 5 | CCC(C)NC(=O)CS(=O)(=O)Cc1nc(-c2cccc(OC)c2)oc1C (configuration not stated)
67 | -4 | 1.1 | 1 | 10 | CCC(C)NC(=O)Cn1c(=O)n(-c2ccccc2)c(=O)c2ccc(C(=O)NCc3ccco3)cc21 (configuration not stated)
68 | -18 | 1 | 3 | 11 | O=C1CC(Cc2ccccc2)C(=O)N1CCCn1ccnc1 (configuration not stated)
69 | -9 | 1.1 | -8 | 7 | O=C(CCCn1c(=S)[nH]c2cc3c(cc2c1=O)OCO3)N1CCN(c2ccccc2)CC1
70 | 23 | 1.1 | -9 | 12 | O=C(Oc1nsnc1N1CCOCC1)N(c1ccccc1)c1ccccc1
71 | 1 | 1.1 | -15 | 13 | O=C(NCc1ccco1)C1CCN(C(=O)c2cc3sccc3n2Cc2ccc(F)cc2)CC1
72 | -10 | 1.1 | 1 | 3 | COC(=O)c1ccccc1NC(=O)CC(NCc1ccccc1)C(=O)O (configuration not stated)
73 | -18 | 0.96 | 7 | 12 | O=C(COC(=O)C12CC3CC(CC(C3)C1)C2)NCc1ccco1
74 | 16 | 1.1 | -5 | 2 | CCOC(=O)C1CCN(CC(=O)c2c(C)[nH]c3ccccc23)CC1
75 | 39 | 1.1 | 1 | 9 | OC(CN1CCOCC1)Cn1c(-c2cccc(Cl)c2)nc2ccccc21 (configuration not stated)
76 | 37 | 1.1 | -4 | 36* | COc1ccc(-c2coc3c(CN4CCCCC4)c(O)c(CN4CCCCC4)c(O)c3c2=O)cc1
77 | 1 | 1.1 | -11 | 5 | COC(=O)c1ccc(CSc2nc3c(cnn3-c3ccc(C)c(C)c3)c(=O)[nH]2)o1
78 | -12 | 1 | -5 | 12 | CC(C)CCN1CC(C(=O)NCCC2=CCCCC2)CC1=O (configuration not stated)
79 | -14 | 1.1 | -13 | 10 | COc1cc(N2C(=O)NC3CC2(C)Oc2ccc(Br)cc23)cc(OC)c1OC (configuration not stated)
80 | -9 | 0.99 | 2 | 11 | COc1cc2c(cc1OC)C(C(=O)NCc1ccco1)C(c1cccs1)N(C)C2=O (configuration not stated)
81 | -3 | 0.98 | 3 | 19 | COc1cc(OC)c2c(C)c(Cl)c(=O)oc2c1
82 | 16 | 1.1 | -9 | 5 | O=C(c1ccc(Br)o1)N1CCN(c2ccc3nnc(-c4ccccc4)n3n2)CC1
83 | -12 | 1.1 | -5 | 2 | Cc1nnc(NC(=O)CCCCCN2C(=O)C3C4C=CC(C4)C3C2=O)s1 (configuration not stated)

2 records picked at random from those above:
cpd | VLA-4 antagonist | Jurkat autofluor | VLA-4 agonist | LNCaP diff act | Molecule
75 | 39 | 1.1 | 1 | 9 | OC(CN1CCOCC1)Cn1c(-c2cccc(Cl)c2)nc2ccccc21 (configuration not stated)
73 | -18 | 0.96 | 7 | 12 | O=C(COC(=O)C12CC3CC(CC(C3)C1)C2)NCc1ccco1

This is a subset. The share of hits here may be higher or lower than overall.
